V-ATPase pH = yeast V-ATPase proton transport regulation by pHLuorin. 350,000 tested, 0.37% active. response, % at 10 µM. AID 504577. S. cerevisiae, pHLuorin cytosolic pH fluorescence; in the data active = response mostly above about 7.3%, no sharp cut-off; inactive = mostly below about 5.4%; note: actives read high; inactives centre near 0; some compounds called inactive have numbers as strong as hits; reference of the scale not given here
Keap1 Nrf2 FP = disrupts human Keap1 binding to Nrf2 peptide. AID 504523. Keap1 Kelch-Nrf2 peptide fluorescence polarization, 1536-well. inhibition, % at 9.4 µM. Q14145. 340,000 tested, 0.15% active; in the data active = inhibition above about 12%;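 note: human Keap1 Kelch domain with fluorescein labeled Nrf2 9mer peptide probe; 0% = neutral control wells and 100% = peptide positive control; higher means more block of Keap1 binding to Nrf2 peptide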
Target sequence (Q14145 whole entry, looked up, the tested form may be a part): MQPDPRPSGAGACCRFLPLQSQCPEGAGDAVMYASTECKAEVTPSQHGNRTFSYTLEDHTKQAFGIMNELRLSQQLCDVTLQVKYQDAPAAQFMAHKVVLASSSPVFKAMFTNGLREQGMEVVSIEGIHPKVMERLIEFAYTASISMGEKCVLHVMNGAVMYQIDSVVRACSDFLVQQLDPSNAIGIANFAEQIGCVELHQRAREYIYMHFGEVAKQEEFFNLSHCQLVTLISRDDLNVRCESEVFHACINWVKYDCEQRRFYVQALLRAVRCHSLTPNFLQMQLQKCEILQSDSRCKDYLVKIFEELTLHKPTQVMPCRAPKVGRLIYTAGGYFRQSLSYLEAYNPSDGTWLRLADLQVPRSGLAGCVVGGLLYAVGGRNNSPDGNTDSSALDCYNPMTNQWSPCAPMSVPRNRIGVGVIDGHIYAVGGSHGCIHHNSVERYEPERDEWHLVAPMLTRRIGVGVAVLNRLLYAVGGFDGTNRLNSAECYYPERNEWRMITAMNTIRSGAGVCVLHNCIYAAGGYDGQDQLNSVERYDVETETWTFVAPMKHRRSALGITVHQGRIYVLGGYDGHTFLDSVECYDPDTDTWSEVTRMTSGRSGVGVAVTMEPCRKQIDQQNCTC
HTR5A inv ctr = counter-screen for OPRM1-OPRD1 inverse agonists: human HTR5A inverse agonism; inhibition, % at 9.3 µM; AID 504634; P47898; HTR5A cell line, luminescence; 340,000 tested, 0.083% active; in the data active = inhibition mostly above about 23%, no sharp cut-off; inactive = mostly below about 18%;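 note: 0% = cells with DMSO and 100% = no-cell wells with DMSO; some compounds called inactive have numbers as strong as hits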
Target sequence (P47898 whole entry, looked up): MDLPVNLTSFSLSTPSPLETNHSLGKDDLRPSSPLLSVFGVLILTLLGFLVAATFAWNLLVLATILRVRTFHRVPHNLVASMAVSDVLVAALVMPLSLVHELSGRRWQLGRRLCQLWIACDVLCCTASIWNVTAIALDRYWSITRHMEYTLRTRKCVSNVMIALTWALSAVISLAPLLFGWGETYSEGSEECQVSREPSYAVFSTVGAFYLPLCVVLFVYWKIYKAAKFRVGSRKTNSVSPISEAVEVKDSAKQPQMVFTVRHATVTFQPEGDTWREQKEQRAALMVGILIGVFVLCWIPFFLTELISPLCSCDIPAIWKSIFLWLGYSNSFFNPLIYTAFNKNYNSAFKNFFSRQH
LANA DNA inh = KSHV C-LANA DNA binding inhibition; inhibition, % at 9 µM; 340,000 tested, 0.078% active; MBP-C-LANA/FAM-LBS DNA binding, fluorescence polarization;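 active = highest replicate inhibition at or above 60% at 9 µM, even if other replicates fall short; inactive = all replicates below 60% inhibition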;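 note: 0% = neutral control wells and 100% = 4 µM acridine orange control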
RTF Ca sens inh = cardiac RTF calcium desensitization. P19429+P45379. IANBD-labeled cardiac RTF, Ca2+ fluorescence. inhibition, % at 7.15 µM. 340,000 tested, 0.12% active;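 active = inhibition above the mean inhibition of all tested compounds plus 3 SD, cut at about 17% in these data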;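 note: assay run at fixed EC70 calcium of 1.6 mM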
RTF Ca sens act = increases calcium sensitivity of human cardiac regulated thin filaments | IANBD-labeled TnC RTF fluorescence at EC20 calcium; 0% EC20 calcium, 100% full calcium | activation, % at 7.2 µM | 340,000 tested, 0.24% active | AID 493008;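 active = activation above the mean over all tested compounds plus 3 SD, cut at about 30% in these data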;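 note: rise in fluorescence read as greater calcium sensitivity of cardiac thin filaments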
HTR5A ag = HTR5A agonism, opioid heterodimer counter-screen; P47898; HTR5A agonist assay, luminescence, cell-based; activation, % at 9.3 µM; 340,000 tested, 0.61% active; AID 504692; in the data active = activation mostly above about 9.5%, no sharp cut-off; inactive = mostly below about 7.6%;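 note: 0% = cells with vehicle only and 100% = reference agonist; strong numbers were not always called active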
CAL PDZ FP = blocks peptide binding to the human CAL PDZ domain; purified CAL PDZ, TMR-peptide fluorescence polarization, 1 h; inhibition, % at 24.9 µM; 300,000 tested, 0.92% active; AID 602252;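 active = mean inhibition of at least 30% with at least half of replicates also reaching 30%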;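 note: 0% = DMSO neutral control and 100% = excess unlabeled competitor peptide PRC23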
MOR-DOR ag = OPRM1-OPRD1 heterodimerization agonism | 340,000 tested, 0.3% active | P35372+P41143 | cells, luminescence | activation, % at 9.3 µM | AID 504326; in the data active = activation above about 18%;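 note: 0% = vehicle-treated cells and 100% = reference agonist; values of inactives mirror those of a sister screen read the other way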
MOR-DOR inv ag = mu-delta opioid heterodimer inverse agonism. cell-based MOR-DOR heterodimer luminescence. P35372+P41143. inhibition, % at 9.3 µM. 340,000 tested, 0.21% active; in the data active = inhibition above about 22%, passing the limit was not always enough;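 note: 0% = cells with DMSO and 100% = wells without cells with DMSO; values of inactives mirror those of a sister screen read the other way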
Starred values were filed as active, the others as inactive; . = no result given; + = active, no number.

Value order: V-ATPase pH	Keap1 Nrf2 FP	HTR5A inv ctr	LANA DNA inh	RTF Ca sens inh	RTF Ca sens act	HTR5A ag	CAL PDZ FP	MOR-DOR ag	MOR-DOR inv ag
[1] CCOC(=O)C(NC(=O)CC)(Nc1cc(C)on1)C(F)(F)F (configuration not stated)
    0	-3	14	0.9	-9	-2	2	-3	0.2	-1
[2] CCCCCCCCNc1nc(Cl)nc(NCCN2CCOCC2)n1
    0	-2	-7	-0.5	-7	5	7	.	-1.2	6
[3] O=C(O)CCN1C(=O)C2C3c4ccccc4C(c4ccccc43)C2C1=O (configuration not stated)
    -5	-3	5	-0.9	1	-5	1	0	-3.5	18
[4] COCCC(=O)NNS(=O)(=O)c1ccc(Cl)cc1
    0	1	3	1.2	1	2	2	-3	-2.6	14
[5] Clc1cc(-c2ccc(/C=N/n3cnnc3)o2)ccc1Br
    0	6	-5	12	-30	4	6	-1	2.6	-13
[6] S=C(Nc1ccccc1)N1N=CCC1c1ccccc1 (configuration not stated)
    -4	-2	-2	1.1	6	-5	1	-8	-2.3	12
[7] O=C(O)c1ccc(Nc2ccc(Cl)c(Cl)c2)c([N+](=O)[O-])c1
    -1	-1	11	1.1	6	-8	-3	0	-3.4	16
[8] Cc1ccc(NC(=S)Nc2c(C)n(C)n(-c3ccccc3)c2=O)cc1
    6	-4	11	-2.3	0	10	4	-3	-0.8	4
[9] Cc1cc2[nH]c(=O)c(=O)[nH]c2cc1S(=O)(=O)Nc1cccc(C)c1C
    1	-1	11	0.0	-12	-1	1	2	-0.6	3
[10] CCC1CCCCN1C(=O)CSc1nnc(CNC(=O)COc2ccc(Cl)cc2)o1 (configuration not stated)
    -1	-4	2	0.8	0	-7	-3	-2	-2.3	11
[11] Cc1csc(SC(C)C(=O)Nc2ccc(Cl)cn2)n1 (configuration not stated)
    3	-3	2	0.0	0	5	-1	.	-0.3	2
[12] Cn1c(Cn2nnc3ccccc32)nnc1SCC(=O)c1ccccc1F
    6	-4	7	-1.2	-4	4	-3	-4	0.6	-3
[13] Cc1ccc(C2/C(=C(\O)c3ccc4c(c3)OCCO4)C(=O)C(=O)N2Cc2cccnc2)cc1 (configuration not stated)
    -1	1	9	1.3	1	-7	-1	-5	-2.5	13
[14] CN(CC(=O)Nc1ccc(F)cc1)CC(=O)N1CCc2ccccc21
    1	-1	14	-0.2	8	8	0	2	-3.7	18
[15] Cc1[nH]c(C)c(S(=O)(=O)NCc2ccco2)c1C(=O)N1CCCCC1
    3	-2	4	0.3	-13	1	-1	2	-1.9	10
[16] O=[N+]([O-])c1ccccc1S(=O)(=O)N1CCN(S(=O)(=O)c2ccc3c(c2)OCCO3)CC1
    -2	1	-12	2.4	-5	0	-2	-2	0.1	-1
[17] Cc1nn(CCO)c(N)c1C1(O)C(=O)Nc2c(Cl)cc(Cl)cc21 (configuration not stated)
    1	-3	-6	-0.8	-25	0	3	0	0.6	-3
[18] O=C(CSCc1ccc(Cl)cc1)N1CCCCC1
    -4	-1	1	0.2	-2	-4	-3	.	-1.7	8
[19] Cc1sc2nc(CSc3n[nH]c(N)n3)[nH]c(=O)c2c1C
    4	-2	.	0.6	.	.	.	2	.	.
[20] CC(C(=O)NCc1ccc(Cl)cc1)n1cccc1C(=O)c1ccccc1 (configuration not stated)
    1	-4	2	0.0	7	-4	-1	-3	-1.0	5
[21] O=C(CCNS(=O)(=O)c1ccccc1F)N1CCN(C(c2ccccc2)c2ccccc2)CC1
    4	4	5	0.9	-1	-9	4	-1	3.1	-21
[22] CC1CC(C)CN(C(=O)c2ccc(N3CC4CC(C3)c3cccc(=O)n3C4)c([N+](=O)[O-])c2)C1 (configuration not stated)
    -1	-1	9	-0.4	-9	-2	0	-1	-2.0	12
[23] Cc1ccc(-n2ccc(=O)c(C(=O)Nc3ccc(S(=O)(=O)Nc4onc(C)c4C)cc3)n2)cc1
    -4	0	-3	-0.6	6	-7	6	-5	-0.5	3
[24] O=C(CSc1nc2ccc(Cl)cc2[nH]1)NCCc1ccc(Cl)cc1
    2	-3	24	3.0	2	13	2	3	3.8	-19
[25] Cc1csc(NC(=O)c2ccc[nH]c2=O)n1
    4	2	-11	0.0	-1	2	3	0	-0.9	4
[26] Cc1c(C(=O)Nc2ccc(F)cc2)nnn1-c1cccc(C(F)(F)F)c1
    -1	-2	0	1.2	6	-2	0	-6	-0.7	4
[27] CC(=O)Nc1ccc2nc(NC(=O)CCc3ccccc3)sc2c1
    1	2	-1	-0.3	2	4	0	-2	-0.3	1
[28] CC(Sc1nnc2c(n1)[nH]c1ccccc12)C(=O)N(C)C1CCCCC1 (configuration not stated)
    0	-1	-12	-0.9	-3	-8	4	-8	-4.2	23
[29] CS(=O)(=O)c1ccc(C(=O)Nc2ccccc2N2CCOCC2)c(Cl)c1
    -6	-5	-4	-1.1	4	4	2	-2	0.2	-1
[30] COC(=O)C(C(=O)Nc1ccccc1C)C1CCCCCC1 (configuration not stated)
    -1	0	.	-0.9	.	.	.	3	.	.
[31] O=C(CSC1=NS(=O)(=O)c2ccccc2N1)NCCc1ccccc1
    0	2	-5	0.1	-5	7	5	-1	-0.2	1
[32] Cc1ccccc1CSc1ccc2nnc(-c3ccccn3)n2n1
    0	-2	-3	1.9	-7	-3	1	-2	-4.6	22
[33] O=C(NCc1ccccc1)c1nc(S(=O)(=O)Cc2ccccc2)ncc1Cl
    0	-29	25	0.4	10	3	-8	+	-6.5	35*
[34] CC(C)CCC(C)N=Cc1c(O)n(Cc2ccccc2)c(=O)c2ccccc12 (configuration not stated)
    2	0	-4	7.1	-8	2	1	-2	-1.6	8
[35] COc1c(Cl)cc(Cl)cc1C(=O)Nc1ccc(CN2CCCCC2)cc1
    -2	-4	5	0.4	1	6	-4	-2	-1.8	9
[36] COc1ccc(C(=O)COC(=O)CSCc2c(C)noc2C)cc1OC
    0	1	3	1.3	-1	2	2	9	-0.4	2
[37] COc1cc(CCC(=O)Nc2c(C(=O)N3CCN(c4ccccc4OC)CC3)oc3ccccc23)on1
    3	4	21	0.5	-10	-3	-2	6	4.9	-25
[38] Cc1ccc(NC(=O)CN2C(=O)S/C(=C\c3cc(Cl)c(OCC(=O)O)c(Cl)c3)C2=O)cc1
    0	-9	-19	0.8	1	-3	5	-2	-1.7	8
[39] COc1ccc(-c2nnc(SCc3c(C)noc3C)o2)cc1
    -3	5	1	-0.9	18*	0	0	-4	0.0	0
[40] Cc1ccc(N2CC(C(=O)OCC(=O)c3c(N)n(CC(C)C)c(=O)n(C)c3=O)CC2=O)cc1 (configuration not stated)
    0	-2	-21	-0.1	1	1	8	0	-0.8	5
[41] COc1ccc2[nH]c3c(c2c1)CCNC3c1ccc([N+](=O)[O-])o1 (configuration not stated)
    3	6	7	22	-32	33*	-2	-2	1.4	-7
[42] CCOC(=O)CCCCC(=O)NC(CO)C(=O)NC (configuration not stated)
    -1	-4	4	1.0	-2	-5	4	.	-1.5	6
[43] O=Cc1cnc(N2CCCCC2)s1
    -1	-3	1	0.5	-6	-1	0	-3	-1.3	6
[44] O=C(CCS(=O)(=O)c1ccccc1)Nc1nc2c(s1)CCCC2
    1	3	8	-0.3	-7	-2	-2	.	-0.9	5
[45] O=C(CCS(=O)(=O)c1cc2c(cc1Cl)NC(=O)CO2)NCc1ccc(F)cc1
    -1	-3	12	-0.9	-5	5	-4	-1	0.4	-2
[46] O=C(Cn1cnc2c(nnn2Cc2ccc(F)cc2)c1=O)NCC1CCCO1 (configuration not stated)
    .	-1	3	-0.6	-7	-5	2	-1	-2.1	12
[47] CCCCn1nc(C(=O)N(C)C2CCCCC2)c2ccccc2c1=O
    -3	1	-7	3.2	-2	0	3	-1	-1.7	7
[48] O=C(CSc1nc2ncccc2[nH]1)c1ccc(F)cc1
    0	0	-16	22	-10	0	2	1	-2.0	9
[49] CN(C)C(CN1C(=O)C2CC=CCC2C1=O)c1cn(C)c2ccccc12 (configuration not stated)
    0	-1	-18	0.1	5	-1	2	1	0.5	-3
[50] O=C(c1cccc(Cl)c1)N(Cc1cccs1)C1CCS(=O)(=O)C1 (configuration not stated)
    3	-2	8	0.0	-12	5	-3	1	2.1	-12
[51] Cc1nonc1N1CCN(Cc2cn[nH]c2-c2ccc3c(c2)OCO3)CC1
    -3	2	8	1.3	-5	-2	-3	0	0.8	-6
[52] CC(C)c1ccc(NC(=O)c2sccc2-n2cccc2)cc1
    3	-5	-5	1.9	-30	1	0	4	5.7	-26
[53] Nc1ccccc1SCC(=O)Nc1nccs1
    1	-4	-12	-0.3	2	1	-1	-5	-3.4	18
[54] CCc1nc2c(c(=O)c3ccccc3n2C)c(=O)n1C1CCCCCC1
    0	-1	-3	0.6	-1	0	4	0	-1.0	5
[55] O=C(NCCc1cn2ccsc2n1)c1cccs1
    1	0	9	1.3	1	6	5	.	-1.2	7
[56] Cc1ccccc1C(=O)N1CCCC(CCC(=O)N2CCN(c3ccccn3)CC2)C1 (configuration not stated)
    0	-3	-22	0.3	1	0	5	6	-0.3	2
[57] COc1ccc(-c2cc(C(=O)N3CCN(Cc4ccccc4)CC3)no2)cc1OC
    0	1	-5	1.0	-2	7	2	-2	-2.2	11
[58] COc1ccc(NC(=O)N2CCN(C(=O)Nc3ccc(OC)cc3)CC2)cc1
    -4	-2	-17	0.5	1	-3	6	-3	-1.0	5
[59] O=C(COC(=O)CNC(=O)c1ccc(F)cc1)Nc1cccc(S(=O)(=O)N2CCCC2)c1
    0	-3	-13	-1.2	-8	3	5	1	-2.9	15
[60] COc1ccc(-c2coc3cc(O)ccc3c2=O)cc1O
    7	-2	-11	1.5	1	7	-4	9	-1.5	8

(further entries)
Value order: V-ATPase pH	Keap1 Nrf2 FP	HTR5A inv ctr	LANA DNA inh	RTF Ca sens inh	RTF Ca sens act	HTR5A ag	CAL PDZ FP	MOR-DOR ag	MOR-DOR inv ag
[61] Cc1ccc2cc(CCNC(=O)CC(C)C)c(=O)[nH]c2c1
    3	-1	-8	-1.0	-5	0	3	.	0.8	-4
[62] CCOC(=O)C1C(C#N)=C(N)OC(C)=C1c1ccncc1 (configuration not stated)
    -7	3	-14	2.0	-6	-2	6	-1	-3.7	15
[63] Cn1c(N2CCN(c3ccccn3)CC2)nc2c1c(=O)n(Cc1ccccc1Cl)c(=O)n2C
    .	3	0	1.3	3	5	-1	-3	-3.1	19
[64] Cc1ccc(/C=N/NC(=O)NC23CC4CC(CC(C4)C2)C3)o1
    -2	0	-10	-0.5	-9	-2	-5	0	5.7	-29
[65] O=C(NC1CCCC1)c1ccc(CS(=O)Cc2ccc(Cl)cc2)o1 (configuration not stated)
    2	-2	-26	-1.9	-14	-8	1	.	-3.7	19

4 compounds from above, arranged by number of heavy atoms, smallest number first.
Value order: V-ATPase pH	Keap1 Nrf2 FP	HTR5A inv ctr	LANA DNA inh	RTF Ca sens inh	RTF Ca sens act	HTR5A ag	CAL PDZ FP	MOR-DOR ag	MOR-DOR inv ag
[61] Cc1ccc2cc(CCNC(=O)CC(C)C)c(=O)[nH]c2c1
    3	-1	-8	-1.0	-5	0	3	.	0.8	-4
[64] Cc1ccc(/C=N/NC(=O)NC23CC4CC(CC(C4)C2)C3)o1
    -2	0	-10	-0.5	-9	-2	-5	0	5.7	-29
[65] O=C(NC1CCCC1)c1ccc(CS(=O)Cc2ccc(Cl)cc2)o1 (configuration not stated)
    2	-2	-26	-1.9	-14	-8	1	.	-3.7	19
[63] Cn1c(N2CCN(c3ccccn3)CC2)nc2c1c(=O)n(Cc1ccccc1Cl)c(=O)n2C
    .	3	0	1.3	3	5	-1	-3	-3.1	19

From PubChem
